RSV CPE inhibition = RSV antiviral activity via CPE protection, HEp-2 cells, primary 10 µM value included (AID 2391). CPE inhibition, % at 10 µM; hits with a dose series show IC50 in µM. HEp-2 cells, RSV-induced CPE inhibition; higher % means a stronger effect. hit rate 0.13% among 310,000; in the data active = a potency from the dose series; inconclusive = CPE inhibition mostly from about 23% at the one dose, without a potency; inactive = the rest, 99 in 100 with CPE inhibition below about 21%; note: strong numbers were not always called active
ER stress rescue = rescue of cells from ER stress-induced death, primary screen, 384-well, CSM14.1, thapsigargin, ATP luminescence (AID 1222). 190,000 tested, under 10 active. CSM14.1 thapsigargin-induced death rescue, ATP luminescence; higher % means a stronger effect. cellular ATP content (survival), % at 20 µM, or EC50 in µM where a hit was titrated;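 active = EC50 below 50 µM in the dose-response confirmation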;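 note: death triggered by thapsigargin at about 15 µM added after 2 h compound pretreatment; cell ATP read after overnight thapsigargin exposure of roughly 18 to 22 hours; normalized against plate controls of thapsigargin alone and 5% DMSO vehicle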
Yfh1-depleted yeast = enhancers of respiration in Yfh1-depleted yeast, dose response, Friedreich's ataxia, plus single-dose screen (AID 1465); S. cerevisiae Yfh1-off respiration, WST-1 reduction, 72 h; higher fold induction means a stronger effect; fold induction at 50 µM, or EC50 in µM where a hit was titrated; hit rate 0.074% among 220,000;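 active = fold induction of absorbance versus untreated yeast above a set limit, then at least 30% activation at any dose in follow-up; inconclusive = repeats straddling the limit, or above it without dose testing; inactive = fold induction below the set limit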;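 note: activators that raise dye reduction in frataxin-depleted yeast; strong numbers were not always called active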
K1F lysis inhibition = inhibition of K1F phage lysis, E. coli UTI89, bacterial capsule biogenesis inhibitors, alamar blue (AID 488966) | E. coli UTI89 K1F phage lysis, alamar blue, 2 h; higher % means a stronger effect | one-dose inhibition, % at 100 µM; IC50 in µM for titrated hits | hit rate 0.02% among 340,000;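 active = phage lysis inhibition, versus mean bacterial control, above a set limit; inconclusive = no clear call, values can overlap the other calls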;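 note: capsule biogenesis inhibitors block K1F phage lysis so surviving cells raise fluorescence; higher fluorescence means more inhibition of phage lysis; actives were called in the ten point dose series up to 300 µM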
Dengue-2 NS5 capping = Dengue-2 NS5 methyltransferase inhibitors, primary screen, biochemical, confirmation dose response (AID 588689); Genome polyprotein (Dengue virus type 2 (strain 16681-PDK53)); one-dose inhibition, % at 25 µM; IC50 in µM for titrated hits; hit rate 0.3% among 340,000; Dengue-2 NS5 methyltransferase capping enzyme assay, biochemical; higher % means a stronger effect; in the data active = a potency from the dose series; inconclusive = inhibition above about 29% without an active follow-up result
West Nile antiviral = West Nile virus antiviral activity, cell-based, CPE readout (AID 1621); CPE inhibition, % at 10 µM, or IC50 in µM where a hit was titrated; West Nile virus-infected cells, CPE inhibition; higher % means a stronger effect; hit rate 0.02% among 290,000; in the data active = a potency from the dose series; inconclusive = CPE inhibition mostly from about 3.7% at the one dose, without a potency; inactive = the rest, 99 in 100 with CPE inhibition below about 2.2%; note: strong numbers were not always called active
XIAP antagonists = XIAP antagonists, biochemical, IAP family, fluorescence polarization (AID 1018); hit rate 0.007% among 200,000; one-dose displacement, % at 20 µM; IC50 in µM for titrated hits; XIAP BIR domain, fluorescence polarization peptide displacement; higher % means a stronger effect; E3 ubiquitin-protein ligase XIAP (Homo sapiens); in the data active = displacement above about 50%; note: a part of the inactive calls stands beside numbers as strong as those of hits
SV40 large T antigen = SV40 large T antigen inhibitors, biochemical (AID 1903). SV40 large T antigen ATPase/helicase inhibition assay; higher % means a stronger effect. one-dose inhibition, % at 20 µM; IC50 in µM for titrated hits. hit rate 0.39% among 310,000; in the data active = a potency from the dose series; inconclusive = inhibition mostly from about 32% at the one dose, without a potency; inactive = the rest, 99 in 100 with inhibition below about 32%; note: strong numbers were not always called active
WT yeast gro inh = growth inhibition of WT strain, primary screen, mitochondrial fusion inhibitor project, WT and mutant strains, chemical genetic. mitochondrial fusion phenotypic screen. inhibition, % at 10 µM. hit rate 2.1% among 190,000. AID 1362, 2008; in the data active = inhibition above about 58%; tested in S. cerevisiae
WT yeast gro inh mutant strain = second read-out of WT yeast gro inh, no call of its own (marks repeat the call); inhibition, %; mitochondrial fusion phenotypic screen, mutant strain inhibition
* marks the source's active call; other numbers are inactive results; i = inactive; ? = inconclusive; . = not tested or not shown; [ ] = remark or other dose.

SMILES	RSV CPE inhibition	ER stress rescue	Yfh1-depleted yeast	K1F lysis inhibition	Dengue-2 NS5 capping	West Nile antiviral	XIAP antagonists	SV40 large T antigen	WT yeast gro inh	WT yeast gro inh mutant strain
CCOC(=O)C(=CNc1ccc2c(c1)nnn2-c1ccc(Cl)cc1)C(=O)OCC	1.4%	12.2%	i	2.1%[50 µM]	1.3%	14.5%	-2.3%	15.7%	2.4	3.8
CCCC(=O)Nc1nnc(SCC(=O)NCc2cccs2)s1	1.5%	-0.5%	i	-0.3%	-0.8%	0.3%	-4.3%	10.8%	2.4	-0.6
O=C(O)CC1(CC(=O)NCc2ccccn2)CCCCC1	1.7%	.	i	0.4%	-0.8%	0.2%	.	1.5%	.	.
COc1cccc(N2CCN(C(=O)C3CCN(S(=O)(=O)c4ccc5c(c4)CC(C)N5C(C)=O)CC3)CC2)c1 (stereo unspecified)	2.4%	.	.	0.1%	-8.8%	-0.5%	.	6.9%	.	.
COc1ccc(S(=O)(=O)N(CC(=O)NCc2cccnc2)c2ccc(C)cc2)cc1OC	0.2%	.	.	0.1%	-4.8%	-0.3%	.	9.3%	.	.
CC12CN3CCN(CC(C3)/C1=N/N=C/c1cccc([N+](=O)[O-])c1)C2	1.8%	.	i	0.3%	2.3%	0.1%	.	10.1%	.	.
CCOC(=O)C1(Cc2cccc(F)c2)CCN(CC2CC2)CC1	-2.8%	-0.1%	i	0.1%	-11.1%	-0.6%	-4.2%	2.9%	5.1	-6.5
O=C(Cn1cnnn1)Nc1ccccc1Cc1ccccc1	-0.7%	.	i	0.1%	0.8%	0.0%	.	17.1%	11.6	20.3
CS(=O)(=O)Cc1ccc(C(=O)NC2CCSc3ccccc32)cc1 (stereo unspecified)	2.1%	.	.	-0.3%	5.0%	-0.4%	.	6.7%	.	.
Cc1cccc(Nc2nc(N)c([N+](=O)[O-])c(N3CCOCC3)n2)c1	?	4.4%	i	0.9%[50 µM]	-1.9%	-0.6%	-3.2%	4.8%	-12.6	-17.1
COc1ccc(-c2cc(C(F)(F)F)n3nc(C(=O)Nc4c(C)n(C)n(-c5ccccc5)c4=O)c(Cl)c3n2)cc1	-0.2%	-0.1%	i	4.5%	-5.2%	-0.7%	-5.3%	19.4%	9.3	8.0
Cc1ccc(C)c(C(=O)CN2C(=O)c3ccccc3S2(=O)=O)c1	0.1%	-0.9%	i	3.5%	-3.8%	-0.1%	-1.3%	6.7%	11.5	4.8
O=C(CSc1nncs1)NC(=O)NC1CCCC1	11.5%	-0.8%	i	0.5%	-4.0%	0.3%	-4.6%	7.3%	-1.2	5.7
Cn1ncc2c(=O)[nH]cnc21	1.2%	0.7%	i	0.3%	0.7%	-0.5%	-10.6%	1.7%	-19.8	0.6
CN(C(=O)CNC(=O)c1ccc(Br)o1)C1CCCCC1	2.3%	.	.	0.9%	4.9%	1.2%	.	3.0%	.	.
O=C(CN1CCC(C(=O)c2ccc(Cl)cc2)CC1)NC1CCCC1	14.6%	.	.	0.2%	-6.6%	-0.6%	.	23.8%	.	.
O=C(N/C(=C/c1ccco1)C(=O)N1CCc2ccccc21)c1ccco1	11.6%	.	i	0.6%	-1.6%	-0.4%	.	17.4%	.	.
CCOC(=O)c1sc(C)c2c(=O)n(CC(=O)c3ccc(Br)cc3)nnc12	5.2%	-0.5%	i	0.4%	-0.7%	-0.1%	-3.1%	3.3%	2.2	24.6
O=C(CSc1ccc(-c2cccnc2)nn1)Nc1ccc(F)c(F)c1	4.1%	.	.	0.1%	-10.3%	-0.3%	.	9.6%	.	.
O=C(c1ccoc1)N1CCC2(CC1)Oc1ccc(F)cc1C(=O)C21CC(c2cccnc2)=NO1 (stereo unspecified)	1.1%	.	i	3.9%	-6.5%	-0.6%	.	14.2%	.	.
CCCCCCC(=O)Nc1nnc(CC)s1	0.8%	-1.1%	i	0.4%	5.6%	-0.4%	1.0%	4.7%	8.8	6.6
CS(=O)(=O)Nc1ccccc1C(=O)Nc1ccc2c(c1)OCCO2	2.2%	-1.1%	i	1.4%	-5.6%	0.2%	-1.8%	17.7%	6.0	5.0
COc1ccc(C(=O)OCC(=O)c2ccccc2)cc1S(=O)(=O)N1CCOCC1	3.0%	-0.7%	i	0.6%	-4.1%	0.9%	-3.3%	12.0%	5.3	10.2
CCc1ccc(-c2cc(C)no2)cc1S(=O)(=O)NCc1ccco1	3.0%	.	.	0.1%	-5.2%	2.1%	.	27.4%	.	.
COc1ccc(C2=NN(c3nc(C)cc(C)n3)C(=O)C2)cc1	1.9%	-2.2%	i	0.9%	1.5%	0.7%	-9.3%	16.3%	-11.3	20.4
CCOc1ccccc1NC(=O)N1CCCc2ccccc21	2.7%	.	.	-0.1%	-1.3%	-0.4%	.	6.2%	.	.
COc1ccc(N2C(=O)CC(C#N)=C2N)cc1	3.2%	-1.2%	i	-0.2%	-8.6%	0.1%	-8.2%	11.1%	-1.2	4.7
CCc1ccccc1NC(=O)N[C@@H](C)C(=O)O	1.8%	-0.5%	i	-0.2%	-4.8%	1.0%	-1.6%	0.5%	-5.4	32.5
CCc1nnc(NC(=O)c2c(C)nn(-c3ccccc3)c2Cl)s1	9.5%	2.4%	i	-0.5%	1.6%	1.4%	-3.3%	23.0%	-20.9	-3.6
COC(=O)C/C=C/[C@@H](C)[C@@H](/C=N/OC[C@H]1O[C@H](c2ccccc2)C=C[C@@H]1Oc1ccc(OC)cc1)OC	3.0%	0.5%	.	.	.	.	-5.4%	13.8%	19.4	-5.9
Cc1ccc(OC(=O)C(F)(F)F)c2c1NCCC2	-0.3%	5.5%	i	2.9%	-1.4%	0.5%	-3.7%	19.4%	12.2	7.2
Cc1ccccc1OCC(=O)NC(Cc1c[nH]c2ccccc12)C(=O)O (stereo unspecified)	-0.3%	-0.8%	i	-1.6%	-4.2%	-0.6%	-2.6%	5.9%	-12.9	-8.3
CCOC(=O)N1CCN(c2c(-c3ccc(C)c(C)c3)c(=O)c2=O)CC1	0.4%	-0.6%	i	-0.2%	-2.4%	-0.1%	-3.1%	14.1%	-12.2	-8.3
COc1ccc(C2SCC(=O)N2CCCN(C)C)cc1 (stereo unspecified)	-0.6%	-4.3%	i	0.6%	-4.5%	0.0%	-5.9%	-3.2%	-1.4	-2.1
O=C(CN1CCCCC1)N/N=C/c1cccc(Cl)c1	0.3%	.	.	1.6%	-1.2%	0.1%	.	18.1%	.	.
Cn1cc(S(=O)(=O)Nc2ccc(Oc3ccccc3)cc2)c(=O)n(C)c1=O	1.9%	.	.	0.1%	3.9%	-0.2%	.	7.6%	.	.
O=c1[nH]cc(S(=O)(=O)NCc2ccccc2)c(=O)[nH]1	-0.6%	.	.	0.2%	-11.5%	-0.3%	.	14.6%	.	.
CNS(=O)(=O)c1ccc(C)cc1	2.5%	-1.0%	i	0.0%	-7.0%	0.2%	-4.4%	2.4%	-8.6	-4.3
O=C(Nc1cc(Cl)ccc1-n1cncn1)c1ccc(F)c(S(=O)(=O)N2CCOCC2)c1	-1.0%	.	.	1.6%[50 µM]	-2.9%	.	.	4.7%	.	.
COc1ccc2cc(C(N)=O)/c(=N/NC(=O)c3ccco3)oc2c1	1.7%	2.6%	i	1.3%	-1.4%	0.1%	-8.0%	12.7%	-1.1	20.2
CCn1cnc2c1c(=O)n(CC(=O)N1CCc3ccccc31)c(=O)n2Cc1ccccc1	4.4%	-0.5%	i	0.1%	2.4%	-1.7%	-21.8%	9.9%	3.7	-11.3
O=C(c1cc(-c2ccncc2)nc2ccccc12)N1CCN(c2ccccc2O)CC1	5.4%	.	.	0.5%[50 µM]	-3.9%	1.1%	.	29.3%	.	.
O=C(Nc1ccccc1C(=O)N1CCCCCC1)c1cccc([N+](=O)[O-])c1	-0.5%	.	.	0.0%	1.9%	-0.5%	.	-2.8%	.	.
COc1ccc(NC(=O)c2ccccc2N(Cc2ccccc2)S(C)(=O)=O)c(OC)c1	0.5%	.	.	0.0%	-0.6%	-1.1%	.	11.2%	.	.
Cc1c(NC(=O)c2cc3ccccc3oc2=O)c(=O)n(-c2ccccc2)n1C	-0.5%	-1.5%	i	4.5%	2.0%	-0.2%	-7.7%	2.5%	-14.6	8.7
COc1ccc(OC)c(CNC(=O)C2CCN(S(=O)(=O)N3CCCCC3)CC2)c1	1.3%	.	.	0.2%	-7.1%	0.7%	.	6.5%	.	.
O=C(COc1ccc(Br)cc1)Nc1ccc([N+](=O)[O-])cn1	2.6%	1.4%	i	0.4%	7.8%	-0.1%	-3.5%	22.0%	14.7	28.4
COc1ccc(N=C2NN=C(c3c(C)[nH]c4ccccc34)CS2)cc1	-1.1%	-3.8%	i	0.1%	-1.8%	-0.6%	-2.5%	10.3%	-3.8	0.4
O=C(C1CCN(S(=O)(=O)c2cccc3nsnc23)CC1)N1CCN(c2ccccc2F)CC1	1.0%	0.3%	i	1.1%	-12.1%	0.3%	-3.2%	0.9%	5.6	-3.8
Cc1cc(C)n2c(SCCO)nnc2n1	-0.6%	.	i	0.0%	-7.7%	0.3%	.	19.1%	.	.
COc1ccc(C)cc1N(CC(=O)Nc1cccnc1)S(=O)(=O)c1ccc(C)cc1	-0.3%	2.2%	i	0.3%	-4.7%	0.6%	-4.6%	26.7%	15.8	2.8
O=C(CCc1nc2ccccc2s1)c1ccccc1	1.3%	0.0%	i	1.3%[50 µM]	1.3%	-1.3%	-1.0%	2.6%	18.7	-8.5
O=C(Nc1ccc2oc(-c3ccccc3)nc2c1)c1cccs1	?	-2.4%	i	3.2%	1.6%	-0.3%	2.3%	0.6%	2.2	3.3
Cc1cccc(-c2nnc(-c3ccc(N)cc3)o2)c1	5.3%	-4.3%	i	-0.1%	-6.4%	1.3%	-4.2%	10.4%	-27.0	-23.8
CCNC(=S)Nc1cc(OC)c(NC(=O)c2ccco2)cc1OC	0.2%	-0.4%	i	-0.4%	0.7%	-0.4%	-6.6%	4.4%	2.7	-21.8
CC(C)(C)C(=O)Cn1c(=N)n(Cc2ccccc2)c2ccccc21	-3.1%	5.9%	i	-0.7%	-0.6%	-0.1%	-2.3%	12.0%	70.5*	35.5*
COc1ccc(CC(=O)n2c(CC#N)nc3ccccc32)cc1OC	0.9%	2.3%	i	1.1%	3.2%	0.1%	-3.5%	7.5%	-2.9	-9.1
COc1ccc2[nH]c(C(=O)N(C)Cc3ccccc3)c(C)c2c1	0.8%	.	.	0.0%	-1.4%	-1.9%	.	4.4%	.	.
